Screening results as filed in PubChem.
EP2 modulator: EP2 receptor (human) modulation | P43116 | 260,000 tested, 0.83% active | EP2-expressing cells, cAMP HTRF FRET, PGE2 co-stimulation | induction, % at 25 µM;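 active = compounds whose cAMP rise, as percent of the full-agonist control response, exceeds 60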;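 also: rat C6 glioma line stably carrying human EP2 under a CMV promoter; the protocol text gives 20 µM as final concentration; 100% = response of wells given 1 µM PGE2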
Target sequence (P43116 whole entry, looked up): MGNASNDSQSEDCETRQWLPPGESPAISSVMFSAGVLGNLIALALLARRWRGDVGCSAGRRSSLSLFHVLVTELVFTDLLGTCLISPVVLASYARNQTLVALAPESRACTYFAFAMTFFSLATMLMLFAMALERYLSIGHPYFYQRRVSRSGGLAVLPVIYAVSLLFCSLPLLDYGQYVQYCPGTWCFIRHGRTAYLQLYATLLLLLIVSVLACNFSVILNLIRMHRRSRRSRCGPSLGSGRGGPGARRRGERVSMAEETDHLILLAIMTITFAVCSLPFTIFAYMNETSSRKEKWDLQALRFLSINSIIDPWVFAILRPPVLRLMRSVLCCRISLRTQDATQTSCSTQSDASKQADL
p97 inhibitor: blocks human p97 ATPase activity; inhibition, % at 8 µM; recombinant p97 ATPase, Kinase-Glo ATP luminescence, 3 h; 220,000 tested, 0.42% active; in the data active = inhibition above about 15%;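 also: 0% = DMSO vehicle and 100% = wells lacking enzyme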
S1P4 agonist: activates the human S1P4 receptor; O95977; activation, % at 4.98 µM; S1P4-expressing cell line, agonist reporter assay; 220,000 tested, 0.35% active; in the data active = activation above about 11%;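 also: 0% = DMSO vehicle and 100% = reference agonist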
EP2 antag: blocks the human prostaglandin E2 receptor EP2. P43116. C6 glioma cells expressing human EP2, cAMP TR-FRET; cells stimulated with saturating PGE2. inhibition, % at 25 µM. 260,000 tested, 0.52% active. AID 1422;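 active = percent inhibition above 40 after rounding to a whole number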;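 also: rat C6 glioma host cells with rolipram phosphodiesterase inhibitor present; the protocol text gives 20 µM as final concentration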
NPY Y1 blocker: blocks the human neuropeptide Y Y1 receptor; HEK293-CNG Y1 cells, membrane potential fluorescence; NPY at EC95, then isoproterenol; inhibition, % at 3.6 µM; AID 1040; P25929; 200,000 tested, 1% active;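 active = inhibition above the campaign mean inhibition of all tested compounds plus 3 SD, cut at about 20% in these data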;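 also: 0% = DMSO wells given NPY plus isoproterenol and 100% = isoproterenol alone without NPY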
Target sequence (P25929 whole entry, looked up): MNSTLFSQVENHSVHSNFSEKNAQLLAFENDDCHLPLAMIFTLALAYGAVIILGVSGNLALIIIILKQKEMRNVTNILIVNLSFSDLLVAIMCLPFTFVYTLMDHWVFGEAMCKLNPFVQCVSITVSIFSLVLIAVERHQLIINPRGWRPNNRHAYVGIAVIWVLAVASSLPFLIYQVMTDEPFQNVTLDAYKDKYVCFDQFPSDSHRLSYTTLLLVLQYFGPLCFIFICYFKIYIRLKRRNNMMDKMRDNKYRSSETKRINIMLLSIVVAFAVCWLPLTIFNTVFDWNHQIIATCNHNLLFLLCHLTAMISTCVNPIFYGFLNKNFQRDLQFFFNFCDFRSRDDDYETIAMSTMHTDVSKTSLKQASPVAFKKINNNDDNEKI
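Material: HEK293 cells co-expressing NPY Y1 receptor and cyclic-nucleotide gated channel. Timing: compound incubation 1 h at room temperature, readout 45 min post-stimulation. Signal: fluorescence, membrane potential probe.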
eIF4E 4G PPI: inhibitors of eIF4E and eIF4G interaction in translation initiation; P63073+Q04637; TR-FRET eIF4E-eIF4GI(517-606) binding, 2 h; inhibition, % at 21.7 µM; 220,000 tested, 0.37% active; AID 782;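 active = inhibition above about 30%, limit read from the data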;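 also: 0% = full FRET control wells and 100% = background wells lacking eIF4GI fragment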
S1P4 antag: human S1P4 receptor antagonism. 220,000 tested, 0.26% active. inhibition, % at 4.98 µM. S1P4-expressing cells, antagonist mode, reporter read-out. AID 1510; in the data active = inhibition above about 29%;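 also: 0% = wells stimulated with agonist and 100% = vehicle wells without agonist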
NPY-Y1 PAM-ag: human NPY-Y1 potentiation or agonism, primary screen. P25929. NPY-Y1 expressing cells, potentiator/agonist activation. activation, % at 3.6 µM. 220,000 tested, 0.37% active; in the data active = activation above about 33%, passing the limit was not always enough;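 also: cells stimulated with NPY at EC10 then isoproterenol at EC100; 0% = low agonist plus stimulus and 100% = saturating agonist plus stimulus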
NPY-Y2 PAM-ag: human NPY-Y2 potentiation or agonism, primary screen; 220,000 tested, 0.45% active; P49146; cells expressing NPY-Y2, potentiator/agonist read-out; activation, % at 3.6 µM; in the data active = activation above about 27%;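 also: cells stimulated with NPY near EC25 plus isoproterenol at EC100; 0% = vehicle plus submaximal agonist and 100% = vehicle plus saturating agonist; some results beyond the cut were filed as inactive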
Target sequence (P49146 whole entry, looked up): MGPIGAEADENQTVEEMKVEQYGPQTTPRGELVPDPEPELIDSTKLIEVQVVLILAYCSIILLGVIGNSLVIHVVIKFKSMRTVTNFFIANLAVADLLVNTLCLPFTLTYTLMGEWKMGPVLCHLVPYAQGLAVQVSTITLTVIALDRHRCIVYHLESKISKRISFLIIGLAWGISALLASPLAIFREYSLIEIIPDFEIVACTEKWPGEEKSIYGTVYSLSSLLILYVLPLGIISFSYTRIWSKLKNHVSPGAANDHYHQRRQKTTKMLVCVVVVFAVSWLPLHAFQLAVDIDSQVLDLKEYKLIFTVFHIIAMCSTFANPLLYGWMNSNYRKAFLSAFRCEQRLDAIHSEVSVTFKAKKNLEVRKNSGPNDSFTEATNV
* = called active by the depositor; nt = no result given; & = joins results of further samples; [ ] = remark or other dose. A portion of the library, so the mix of outcomes need not match the whole.

Molecule,EP2 modulator,p97 inhibitor,S1P4 agonist,EP2 antag,NPY Y1 blocker,eIF4E 4G PPI,S1P4 antag,NPY-Y1 PAM-ag,NPY-Y2 PAM-ag
C=CCn1c(N)cc(=O)nc1SCC(=O)Nc1ccccc1,8,5,0.4,1,-4,2,-8,-6,-16
Nc1cc(=O)[nH]c(SCC(=O)Nc2cccc(Cl)c2Cl)n1,10,4,1.1,5,-2,-1,10,-35,-7
COc1ccc(-c2noc(Cc3cccs3)n2)cc1,3,-4,-5.2,14,5,-2,2,2,-5
NC(=O)c1ncc(C(F)(F)F)cc1Oc1ccc(C(F)(F)F)cc1,17,-1,-1.4,8,11,-5,0,-13,-6
CCc1nnc(NC(=O)c2ccc3c(c2)C(=O)N(CC)C3=O)s1,25,2,1.7,4,4,-3[fluorescence artefact?],8,-12,0
Cn1c(C(=O)NC2CCCCC2)cc2c(=O)n(C)c3ccccc3c21,-6,-8,-2.0,12,-1,-3[fluorescence artefact?],6,1,-14
COc1nc2ccc(C)cc2cc1-c1noc(-c2cccnc2)n1,17,-4,2.3,17,2,0[fluorescence artefact?],-13,-1,-9
O=C(CCN1CCc2ccccc2C1)Nc1cccc(F)c1,2,-4,1.7,10,-3,-12[fluorescence artefact?],-1,5,4
COc1cccc(S(=O)(=O)Nc2ccc(C(=O)N3CCN(C(=O)c4ccco4)CC3)cc2)c1,31,2,-0.8,4,1,1[fluorescence artefact?],-11,-8,1
O=c1cc(C(F)(F)C(F)F)oc2ccccc12,11,-3,7.1,0,-1,-3[fluorescence artefact?],-8,2,1
Cc1ccc(NC(=O)CN(C)C(=O)c2cc3ccccc3o2)cc1,16,8,0.9,2,-4,-4,-9,1,3
CC(C)CCNC(=O)C(c1ccco1)N(Cc1ccccc1)C(=O)c1snc(C(N)=O)c1N (stereo unspecified),-3,-2,1.2,12,4,-4,-19,-13,-1
CCOC(=O)c1cccc(NS(=O)(=O)c2cnc[nH]2)c1,7,5,-1.8,5,-3,-2[fluorescence artefact?],-19,-12,5
CC(=O)/C(=N\Nc1ccccc1)Oc1ccc([N+](=O)[O-])cc1,4,0,-2.2,7,-1,3[fluorescence artefact?],-5,-1,1
COc1ccccc1-n1c(=O)c2c3c(sc2n2c(=S)[nH]nc12)CCC3,9,7,0.5,4,7,7,-14,-2,-2
Cc1cccc(NC(=O)CN2C(=O)N/C(=C/c3cc(C)n(C)c3C)C2=O)c1,19,10,0.7,1,0,2,4,16,-2
Cc1cc(C)c2c(N)c3ccccc3nc2n1,-6,5,2.6,7,2,6,-23,3,-12
CCC(=O)Nc1ccc2oc(-c3cccc(C)c3)nc2c1,-10,-4,1.1,13,5,3[fluorescence artefact?],-6,1,-2
CC1(C)CC(=O)C=C(Nc2ccccc2O)C1,0,5,0.8,10,-2,-3[fluorescence artefact?],-6,14,-2
O=C(NC1CC2CCCC(C1)N2Cc1cccs1)c1ccc([N+](=O)[O-])cc1 (stereo unspecified),-69,-1,0.1,7,-2,-1,-13,-13,-23
COc1ccc([N+](=O)[O-])cc1NC(=O)C(C)OC(=O)C1c2ccccc2Oc2ccccc21 (stereo unspecified),14,1,0.4,6,1,-4,-5,-3,5
O=C(NCc1ccccc1)C1CCN(S(=O)(=O)c2cc([N+](=O)[O-])ccc2Cl)CC1,-72,3,1.4,9,-8,-3[fluorescence artefact?],-20,-7,8
CC1(C)CC(=O)c2c(n(S(=O)(=O)c3ccccc3)c3ccc(NS(=O)(=O)c4ccccc4)cc23)C1,10,-3,-0.7,6,-5,2,-17,-2,4
COC(=O)c1sc2cc(C(F)(F)F)cnc2c1-c1ccccn1,28,0,-0.3,5,2,-1,4,4,-1
O=C(NCC(=O)N(c1ccccc1)C(C(=O)NC1CCCC1)c1cccnc1)c1cccs1 (stereo unspecified),16,2,0.2,8,3,4,-7,0,2
COc1cccc(CN(C)C(=O)CCc2nnc(-c3ccsc3)o2)c1,19,3,0.5,8,3,2,-12,16,7
O=C(c1ccc(Cl)cc1)N1CCN(C(=O)c2ccco2)CC1,2,1,0.1,10,-1,7[fluorescence artefact?],3,4,-11
Cc1cc(C)n2nc(SCC(=O)N(C)c3ccccc3)nc2n1,11,1,-0.1,4,0,1,-4,-7,12
O=C(c1ccc2c(c1)C(=O)N(c1ccc(Cl)cc1)C2=O)N1CCN(c2ccccn2)CC1,nt,5,-2.0,17,-1,nt,-14,-2,-1
CCOC(=O)C1=C(O)/C(=C\c2ccc(CNC(=O)C(=O)Nc3ccc(C)c(C)c3)o2)N=C1C,8,5,-1.1,nt,2,2,-7,4,4
COc1ccc(N(CC(=O)NCCC2=CCCCC2)S(=O)(=O)c2ccccc2)c(OC)c1,41,1,0.3,6,11,-4,14,-8,-7
C=CCNc1nc2c(c(=O)n(C)c(=O)n2C)n1CCCCCC,11,3,1.0,7,2,0,-9,13,8
O=C(O)c1cccc(NC2=Nc3cccc4cccc2c34)c1,39,16*,-0.2,7,nt,2,-12,-12,-16
Cn1cccc1/C=N/NC(=O)Cc1cccs1,6,8,2.4,5,nt,-3,-12,11,21
COc1cc(C(=O)OC(C)CN2CCCC2)cc(OC)c1OC (stereo unspecified),6&1,5,0.6,7&9,-7,6[fluorescence artefact?],-11,-11,8
CCN(CC)C(=O)c1n[nH]c(=O)c2ccccc12,7,-1,1.9,1,12,3,-6,3,4
Cc1ccsc1-c1nc(CSCC(=O)N2CCN(c3ccccc3)CC2)c(C)o1,-28,-1,1.4,nt,2,-1,-5,-8,-2
CSC1=N/C(=C\c2ccc(F)cc2)C(=O)S1,-2,3,-1.5,11,-2,-3,-9,-5,9
CCN(CCN(C)C)C(=O)c1ccc2c(c1NCCO)C(=O)c1ccccc1C2=O,-3,-1,-1.5,6,-11,0,-13,47*,40*
COCCn1c(SCC(=O)Nc2ccccc2)nc2c(oc3ccccc32)c1=O,4,6,0.9,8,1,3,-8,4,-7

Look-ups from the entries so far:
`CCN(CCN(C)C)C(=O)c1ccc2c(c1NCCO)C(=O)c1ccccc1C2=O` | p97 inhibitor = -1
`COCCn1c(SCC(=O)Nc2ccccc2)nc2c(oc3ccccc32)c1=O` | p97 inhibitor = 6

More entries:
Molecule,EP2 modulator,p97 inhibitor,S1P4 agonist,EP2 antag,NPY Y1 blocker,eIF4E 4G PPI,S1P4 antag,NPY-Y1 PAM-ag,NPY-Y2 PAM-ag
O=C1NC(CCc2ccccc2)C(=O)N1Cc1cccc2ccccc12 (stereo unspecified),-4,1,5.5,7,-2,-2,-5,-9,-8
O/N=C1\CC/C(=N\O)c2nn(-c3ccccc3Cl)nc21,5,-5,1.5,7,-5,7,6,2,-12
COc1ccccc1CCc1nnc(CCC(=O)NCCCOc2cccnc2)o1,14,5,-0.1,2,-1,3,-1,-8,-27
CCCCNC(=O)CC1N=C2c3ccccc3N=C(SCC(=O)Nc3ccccc3OC)N2C1=O (stereo unspecified),21,3,0.7,17,-6,0,-9,6,7
Cc1noc(C)c1C(=O)NC(C)C12CC3CC(CC(C3)C1)C2 (stereo unspecified),-4,1,-1.1,8,6,-2,-21,-18,-14
CCNc1nc(Oc2ccccc2)nc(OC(C)C(=O)OCC)n1 (stereo unspecified),-9,1,1.1,10,-3,0,-9,-20,0
COc1ccc(-c2nnc(SCC(=O)Nc3nncs3)o2)cc1,24,8,0.8,1,4,7,-4,-13,-8
O=C(O)c1ccc2c(=O)n(-c3ccc(F)cc3)c(=S)[nH]c2c1,6,6,0.5,2,nt,0,-3,-7,5
Cc1cc(N(C)/N=C/c2ccccc2O)nc(-c2ccccc2O)n1,-39,-4,-0.7,5,2,-1,-20,0,-16
O=C(CCC(=O)OCCCC(F)(F)C(F)(F)F)Nc1ccccc1,-2,0,-1.8,9,-15,-1,-6,1,3

3 compounds out of the list, sorted by count of non-hydrogen atoms, lowest first:
Molecule,EP2 modulator,p97 inhibitor,S1P4 agonist,EP2 antag,NPY Y1 blocker,eIF4E 4G PPI,S1P4 antag,NPY-Y1 PAM-ag,NPY-Y2 PAM-ag
Cc1noc(C)c1C(=O)NC(C)C12CC3CC(CC(C3)C1)C2 (stereo unspecified),-4,1,-1.1,8,6,-2,-21,-18,-14
O=C(CCC(=O)OCCCC(F)(F)C(F)(F)F)Nc1ccccc1,-2,0,-1.8,9,-15,-1,-6,1,3
O=C1NC(CCc2ccccc2)C(=O)N1Cc1cccc2ccccc12 (stereo unspecified),-4,1,5.5,7,-2,-2,-5,-9,-8

Other entries follow:
Molecule,EP2 modulator,p97 inhibitor,S1P4 agonist,EP2 antag,NPY Y1 blocker,eIF4E 4G PPI,S1P4 antag,NPY-Y1 PAM-ag,NPY-Y2 PAM-ag
CN(C)c1nc(N)nc(/C(C#N)=C/C2CC3C=CC2C3)n1 (stereo unspecified),5,-1,0.1,4,1,-1,-2,13,-7
COc1cc(C2C(C#N)=C(N)N(c3cccnc3)C3=C2C(=O)CC(C)(C)C3)ccc1O (stereo unspecified),13&-4,-1,-1.4,13&14,3,3,4,-5,-8
COc1ccc(-c2cc(-c3cccs3)c(C#N)c(SCC(=O)NCc3ccccc3OC)n2)cc1,11,3,0.3,11,-1,-4,-5,13,-1
NS(=O)(=O)c1ccc(NC(=S)NCc2ccco2)cc1,14,6,1.1,12,-6,5,-5,9,1
COC(=O)/C(=C\C(=O)c1ccccc1)Nc1ccc(OC)cc1,-11,0,0.1,8,nt,-6,16,18,3
O=C(NCCN1CCOCC1)c1c(F)c(F)c(F)c(F)c1F,-17,-4,-0.4,8,-3,-3,-1,-3,-9
O=C(Nc1ccccc1C(F)(F)F)N1CCC(N2CCCCC2)CC1,31,-4,3.0,10,-2,-4,-16,0,-2
N#Cc1cc2c(nc1SCc1ccccc1)CCC2,40,-1,-1.3,42*,-4,9[fluorescence artefact?],-7,2,4
Cc1cc(C)n2nc(NCc3ccccc3)nc2n1,28,3,-1.9,0,0,3,-8,-11,8
COc1ccc(-n2c(SCc3ccc([N+](=O)[O-])cc3)nnc2-c2ccccc2)cc1,23,6,-0.8,4,99*,2[fluorescence artefact?],-7,-98,-6
COc1ccc(N2CCN(C(=O)Cc3ccc(-n4c(=O)[nH]c5ccccc5c4=O)cc3)CC2)cc1,4,6,-1.5,5,-7,-3,3,0,21
COc1cc(OC)c(C2N(C)c3ccccc3N2C)cc1OC,5,1,0.0,9,2,-2,-20,3,1
CC1=CC2=NC(=O)/C(=C\c3cc(C)n(-c4ccccc4F)c3C)C(=N)N2O1,10,8,1.2,13,-3,-5,-21,-6,3
Cc1ccc(C)c(NC(=O)CSc2nnc([C@@H](N)Cc3ccccc3)o2)c1,11,-1,-4.5,9,-2,2,-15,19,-5
CCOC(=O)N/N=C(\C)c1ccccc1OC(F)F,15,1,-0.3,7,6,4[fluorescence artefact?],-4,-8,-3
Cc1cc2ncc(-c3cccc(Cl)c3)cn2n1,-12,7,0.4,8,2,3,2,0,7
Nc1ccc(Sc2ccccc2CC(=O)O)cc1,8,-2,0.4,7,9,3[fluorescence artefact?],-19,8,-14
O=C(NCCOc1ccccc1F)c1cc(F)c(F)cc1Cl,8,2,1.5,8,6,0,-13,-2,-2
Cn1c2ccccc2c2nn(-c3ccccc3)c(=O)cc21,22,-1,0.1,8,-2,-1[fluorescence artefact?],-13,-8,1
COC(=O)C1=C(NC(=O)C(C)(C)C)CCS1,-12,9,-1.2,6,-3,4[fluorescence artefact?],-9,1,8
CN(c1cccc(NC(=O)CN(c2cccc(Cl)c2)S(=O)(=O)c2ccc(Cl)cc2)c1)S(C)(=O)=O,-17,2,0.4,6,-4,11,-9,-3,2
O=C(/C=C/c1ccc(S(=O)(=O)NCc2ccco2)cc1)NCc1cccc(Cl)c1,-41,2,-3.2,6,-2,1,-8,18,13
O=c1[nH]cnc2sc3c(c12)CCC3,-2,0,0.9,8,nt,-1,-20,9,3
CCC(=O)Nc1sc(Cc2ccc3c(c2)OCO3)c(C)c1C(N)=O,-34,12,0.0,8,nt,-6,3,-8,-12
